# PL synth Enamine: phospholipid synthesis inhibitors, CHO cells, primary screen, ZR-82 cells, Enamine library, screen 3; ZR-82 CHO cells, pyrene fatty acid UV survival, CellTiter Blue; peroxisome-deficient CHO-K1 mutant line; plus DGAT-1, DGAT-2 and ACAT inhibitors; calls only at 10 µM; actives 0.4% (n = 20,000);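 active means cell survival signal 2 SD away from solvent-only control wells, confirmed on one or two retests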;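 further: 3 h compound exposure then viability read about one day after UV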
# Calls only; i = inactive. The list is partial, so the mix of outcomes need not match the whole.
SMILES,PL synth Enamine
C=CCNS(=O)(=O)c1cc(Cl)ccc1Cl,i
O=[N+]([O-])c1cc(S(=O)(=O)N2CCOCC2)ccc1SCCC12CC3CC(CC(C3)C1)C2,i
Cc1cc(C(=O)CSc2nc(C(C)(C)C)nc3c2c(=O)n(C)c(=O)n3C)c(C)n1C1CC1,i
CNC(=O)NC(=O)CSc1nc2sc3c(c2c(=O)n1C1CCCC1)CCCC3,i
Cn1/c(=N/N=C/c2cc(Br)c(O)c(Br)c2)sc2ccccc21,i
CC1(C)CC(=O)C(C2C3=C(CC(C)(C)CC3=O)Oc3ccccc32)C(=O)C1 (stereo not given),i
O=c1oc(/C=C/c2ccco2)nc2sc3c(c12)CCCCC3,i
O=S(=O)(c1ccc(F)cc1)n1nnc2ccccc21,i
CC1CCN(C(=O)COC(=O)C23CC4CC(CC(O)(C4)C2)C3)CC1,i
O=C1NC2(CCCCC2)C(=O)N1CN1CCCC1c1cccs1 (stereo not given),i
Cc1cc(NC(=O)CSc2nnc3n2CCCCC3)no1,i
O=[N+]([O-])c1ccccc1/C=C/C=N/n1cc(-c2ccccc2)[nH]c1=S,i
O=C1CCC(=O)N1CC(O)Cn1c2ccc(I)cc2c2cc(I)ccc21 (stereo not given),i
CCNc1ncnc2c1oc1ccccc12,i
CC(C)N(C(=O)NC(=O)NC1CCCCC1)S(C)(=O)=O,i
O=c1oc2ccccc2n1CN1CCC(c2nc3ccccc3o2)CC1,i
CC(C)NC(=O)Cn1cc(C(F)(F)F)ccc1=O,i
CCC1(C)Oc2ccccc2C2CC(c3ccccc3)=NN21 (stereo not given),i
Fc1ccc(NC(=S)Nc2ccccc2I)cc1,i
C=CCN=c1scc(-c2ccc(Cl)c(Cl)c2)n1/N=C/c1cccnc1,i
CC1(C)CC(=O)C=C(Nc2ccc(F)cc2)C1,i
CCn1ccnc1P(C)(=O)O,i
c1cc2c(cc1CSc1nnnn1C1CC1)OCO2,i
OCCN1CCN(c2ncnc3sc4c(c23)CCC4)CC1,i
Cc1noc(C)c1/C=C/C(=O)NNc1c(F)c(F)c(F)c(F)c1F,i
SMILES,PL synth Enamine
Cc1cc(C)n2c(Sc3ncnc4sc5c(c34)CCCCC5)nnc2n1,i
Fc1cccc(F)c1/C=N/Nc1ncc(Cl)cc1Cl,i
c1cncc(-c2nc(Sc3nnc(C4CC4)o3)c3ccccc3n2)c1,i
c1ccc(C2C3=C(Nc4ncnn42)c2ccccc2CC3)cc1 (stereo not given),i
O=C1CCC(=O)N1Sc1ccc([N+](=O)[O-])cc1,i
CC(C)(C)P(=NC(=S)N1CCCC1)(N1CCOCC1)N1CCOCC1,i
CC1=N/C(=C/c2ccco2)C(=O)O1,i
O=c1[nH]c2ccccc2[nH]1,i
O=C1OC(CC(=O)N2CCN(c3ncccn3)CC2)c2ccccc21 (stereo not given),i
Cc1noc(C)c1S(=O)(=O)NCCC(=O)O,i
CCOC(=O)c1[nH]c(C)c(C(=O)OCC(=O)c2c(N)n(C)c(=O)n(C)c2=O)c1C,i
O=[N+]([O-])c1cc(O)c(N=Cc2c(O)ccc3ccccc23)cc1Cl,i
O=S(=O)(c1cccc2nsnc12)N1CCN(c2nnnn2-c2ccccc2)CC1,i
O=C(CN1CCCC1)N1N=C(c2cccs2)CC1c1ccco1 (stereo not given),i
O=C(O)Cc1csc(-c2cccs2)n1,i
CC1CCCCC1NC(=O)NC(=O)Cn1cc(Br)ccc1=O (stereo not given),i
S=c1[nH]nc(-c2ccc(Cl)cc2Cl)n1/N=C/c1ccccc1Cl,i
O=S(=O)(NCCc1ccccn1)C1=Cc2ccccc2CC1,i
Cc1[nH]c(=S)sc1CC(=O)NC1CCCCC1C (stereo not given),i
Cc1ccc2cc(C)c(N/N=C/c3cccnc3)nc2c1,i
O=S1(=O)N=C2CCCCCN2C(c2cccc(C(F)(F)F)c2)N1 (stereo not given),i
S=c1[nH]ncn1/N=C/c1cccs1,i
O=S(=O)(Nc1ccc2c(c1)OCCCO2)c1ccc2c(c1)CCC2,i
Fc1ccc(SCSc2ccccc2)cc1,i
Clc1ccc(-c2c[n+]3c(n2-c2ccccc2)CCCCC3)cc1,i

# Two records picked at random from those above, as already listed:
SMILES,PL synth Enamine
O=c1oc2ccccc2n1CN1CCC(c2nc3ccccc3o2)CC1,i
Cc1[nH]c(=S)sc1CC(=O)NC1CCCCC1C (stereo not given),i

# 21 consecutive entries from above, for reference:
SMILES,PL synth Enamine
O=C1CCC(=O)N1Sc1ccc([N+](=O)[O-])cc1,i
CC(C)(C)P(=NC(=S)N1CCCC1)(N1CCOCC1)N1CCOCC1,i
CC1=N/C(=C/c2ccco2)C(=O)O1,i
O=c1[nH]c2ccccc2[nH]1,i
O=C1OC(CC(=O)N2CCN(c3ncccn3)CC2)c2ccccc21 (stereo not given),i
Cc1noc(C)c1S(=O)(=O)NCCC(=O)O,i
CCOC(=O)c1[nH]c(C)c(C(=O)OCC(=O)c2c(N)n(C)c(=O)n(C)c2=O)c1C,i
O=[N+]([O-])c1cc(O)c(N=Cc2c(O)ccc3ccccc23)cc1Cl,i
O=S(=O)(c1cccc2nsnc12)N1CCN(c2nnnn2-c2ccccc2)CC1,i
O=C(CN1CCCC1)N1N=C(c2cccs2)CC1c1ccco1 (stereo not given),i
O=C(O)Cc1csc(-c2cccs2)n1,i
CC1CCCCC1NC(=O)NC(=O)Cn1cc(Br)ccc1=O (stereo not given),i
S=c1[nH]nc(-c2ccc(Cl)cc2Cl)n1/N=C/c1ccccc1Cl,i
O=S(=O)(NCCc1ccccn1)C1=Cc2ccccc2CC1,i
Cc1[nH]c(=S)sc1CC(=O)NC1CCCCC1C (stereo not given),i
Cc1ccc2cc(C)c(N/N=C/c3cccnc3)nc2c1,i
O=S1(=O)N=C2CCCCCN2C(c2cccc(C(F)(F)F)c2)N1 (stereo not given),i
S=c1[nH]ncn1/N=C/c1cccs1,i
O=S(=O)(Nc1ccc2c(c1)OCCCO2)c1ccc2c(c1)CCC2,i
Fc1ccc(SCSc2ccccc2)cc1,i
Clc1ccc(-c2c[n+]3c(n2-c2ccccc2)CCCCC3)cc1,i

# (further entries)
SMILES,PL synth Enamine
Cc1ccc(/C=N/n2c(-c3ccc(Br)s3)csc2=NC2CC2)o1,i
CC(CNC(=S)NC(=O)C1CC1)NC(=S)NC(=O)C1CC1 (stereo not given),i
O=C(C1CC(=O)N(C2CCCC2)C1)N1CCN(S(=O)(=O)c2cccs2)CC1 (stereo not given),i
O=C(Nc1ccc(F)cc1F)Nc1cc([N+](=O)[O-])ccc1F,i
S=c1oc(-c2ccco2)nn1CN1CCOCC1,i
Nc1c(C(=O)c2ccc(Cl)s2)sc2c1c(=O)[nH]c(=O)n2CC1CCCO1 (stereo not given),i
O=c1c(Cl)c(N2CCN(c3ccccc3)CC2)cnn1C1CCS(=O)(=O)C1 (stereo not given),i
O=C1NC(=O)C2(CCCCCC2)N1,i
COc1ccc(CN=C2NN=C(c3ccc(Cl)cc3Cl)CS2)cc1,i
Cc1c(-c2ccco2)[n+](=O)c2c(n1[O-])CCCC2,i
O=S(=O)(Nc1ccc(Cl)cc1)c1ccc(N2CCCC2)c(NS(=O)(=O)c2ccc(F)c(F)c2)c1,i
O=S(=O)(c1ccc(NC(=S)NCC2CCCO2)cc1)N1CCOCC1 (stereo not given),i
CCOC(=O)c1c(NC(=O)COC(=O)C2CCC2)sc(C)c1C,i
O=C(Cn1cnc2sccc2c1=O)NC1CCS(=O)(=O)C1 (stereo not given),i
CC(=O)c1c(C)[nH]c(C(=O)OCC(=O)c2ccc(C)s2)c1C,i
CC(=O)N1CCN(CC(=O)Nc2sc3c(c2C(N)=O)CCC3)CC1,i
Cc1cc(Cn2cc(Br)ccc2=O)no1,i
CCOC(=O)c1[nH]c(C)c(C(=O)OCC(=O)c2cc(C)n(C)c2C)c1C,i
S=c1nn[nH]n1-c1cccc(Cl)c1,i
O=C(CSc1ncnc2sccc12)Nc1ccnn1C1CCCC1,i
O=C(CN1C(=O)C2CC=CCC2C1=O)NCC1CCCCC1 (stereo not given),i
CCN(CC)[P+](N(C)Cc1ccco1)(N(CC)CC)N(CC)CC,i
C/C(=N\OCC(=O)OCc1cc(=O)oc2cc(C)c(C)cc12)c1ccc2c(c1)OCO2,i
C/C(=N\NC(=S)NC(C)C)c1ccc[nH]1,i
O=C(COC(=O)/C=C/c1ccco1)NC1CCCC1,i
SMILES,PL synth Enamine
COc1ccc(NC(=S)NC2CCCCC2)cn1,i
O=P(OC(c1ccccc1)C(Cl)(Cl)C(F)(F)F)(c1ccccc1)c1ccccc1 (stereo not given),i
O=[N+]([O-])c1cc(S(=O)(=O)N2CCOCC2)ccc1NC1CCS(=O)(=O)C1 (stereo not given),i
C(=N\n1c(-c2ccc3c(c2)OCCO3)csc1=NCc1ccccc1)/c1ccccc1,i
Cc1ccc2nc(COC(=O)c3ncc(Cl)c(Cl)c3Cl)cc(=O)n2c1,i
CN(C)c1ccc(C=Nc2ccc(F)cc2)cc1,i
Cc1cc(C)n(CC(=O)N=Nc2c(O)[nH]c3c(C)cccc23)n1,i
Cc1sc2nc(CSCC(=O)c3cc(C)n(C)c3C)[nH]c(=O)c2c1C,i
O=S(=O)(c1cc(Cl)cc(Cl)c1O)N1CCCC(C(F)(F)F)C1 (stereo not given),i
ClC(Cl)(Cl)c1nc2ccccc2n2nncc12,i
COc1ccc(S(=O)(=O)N=c2sc3ccccc3n2C(F)F)cc1,i
Oc1ccc2ccccc2c1C=Nc1ccc(F)c(F)c1F,i
S=c1[nH]c(-c2ccccc2)cn1/N=C/c1ccncc1,i
O=[N+]([O-])c1c(NCc2ccc(F)cc2)nc2sccn12,i
O=C(Cn1cnc2sc3c(c2c1=O)CCCC3)N1CCCC1,i
O=S(=O)(NCc1ccc2c(c1)OCO2)c1c(Cl)cc(Br)cc1Cl,i
CN(C)C(=O)CSc1nnc(N)s1,i
CC(C)CC(=O)NC(N1CCOCC1)C(Cl)(Cl)Cl (stereo not given),i
Cc1nn(-c2ccccc2)c(C)c1P(C)(=O)c1ccccc1 (stereo not given),i
Cc1ccc(/C=C2/SC(=S)N(C(C(=O)O)C(C)C)C2=O)o1 (stereo not given),i
CCC(=O)N(c1nnc(SCc2nc3ccsc3c(=O)[nH]2)s1)C1CC1,i
O=[N+]([O-])c1ccc(Sc2ccc(Cl)cc2)c(Cl)c1,i
O=C(c1cccs1)C1C(c2cccs2)NC(=S)NC1(O)C(F)(F)F (stereo not given),i
O=S1(=O)c2cccc3cccc(c23)N1Cc1nnc(-c2ccccc2Br)o1,i
CC(C)Cn1c(N)c(C(=O)CSc2nnc(-c3ccco3)o2)c(=O)n(C)c1=O,i
SMILES,PL synth Enamine
O=S(=O)(CCSc1nnnn1-c1ccccc1)c1cc(Cl)ccc1Cl,i
CCCn1c(C)cc(C(=O)Cn2cnc3c2c(=O)n(C)c(=O)n3C)c1C,i
CC(C(=O)O)N1C(=O)C2CC=CCC2C1=O (stereo not given),i
CC(N)c1nnc2ccccn12 (stereo not given),i
CN1c2ccccc2C(C)(C)C12CC(c1cncc(Br)c1)=NO2 (stereo not given),i
Cn1cnnc1Sc1ccc(N)cc1,i
O=C1C2C3C=CC(C3)C2C(=O)N1CCN1C(=O)C2C3C=CC(C3)C2C1=O (stereo not given),i
CC(C)N=c1scc(-c2ccc(F)cc2)n1/N=C/c1ccc(O)cc1O,i
c1ccc(-c2nc(NC3CCCC3)c3ccccc3n2)cc1,i
Nc1ccc(OCC(F)(F)F)cc1,i
CCOC(=O)c1c(NC(=O)COC(=O)C2(C)CC2(Cl)Cl)sc(C(C)=O)c1C (stereo not given),i
CCOC(=O)c1sc(NC(=NC)c2cccs2)cc1C,i
CCOC(=O)c1[nH]c(COC(=O)CCC2CCCC2)c(C(=O)OCC)c1C,i
C=CCN(Cc1ccc(Cl)s1)C(=O)Cn1ccccc1=O,i
Cc1cc(C(C)(C)C)cc(C)c1CSc1ncnc2ccccc12,i
Cc1sc2nc(C(C)Sc3nnnn3Cc3cccs3)[nH]c(=O)c2c1C (stereo not given),i
COc1cccc(OCCCCCCOc2cccc(OC)c2)c1,i
Cc1cc(C(=O)COC(=O)C23CC4CC(CC(O)(C4)C2)C3)c(C)n1C,i
O=c1c(Oc2ccc(Cl)cc2)coc2cc(O)ccc12,i
Cc1nc(NS(=O)(=O)c2ccc(Cl)s2)c2c3c(sc2n1)CCCC3,i
Cc1cc(C=C2Sc3ccccc3N2C)cc(C)[n+]1C(C)C1CC2CCC1C2 (stereo not given),i
c1ccc(-c2ccc(Oc3ncnc4c3oc3ccccc34)cc2)cc1,i
O=[N+]([O-])c1ccccc1SN1CCc2ccccc2C1,i
Brc1ccccc1C1Nc2ccccc2-c2nc3ccccc3n21 (stereo not given),i
Cc1cc(NC(=O)CSc2ncnc3sc4c(c23)CCC4)no1,i
SMILES,PL synth Enamine
NC(=O)C1CCN(C(=O)CN2CCOCC2)CC1,i
FC(F)Oc1ccc(/C=N/n2cnnc2)cc1,i
CC(C)(C)C(=O)COC(=O)/C(=C/c1cccs1)c1cccs1,i
Clc1ccc2nc(CSc3nnc4c(n3)[nH]c3ccccc34)cn2c1,i
O=S1(=O)CCN2C(c3ccccc3Cl)=CSC2=N1,i
CCN(C1CCS(=O)(=O)C1)S(=O)(=O)c1ccc(Cl)c(Cl)c1 (stereo not given),i
Cc1cccc2nc(CC(=O)O)cc(=O)n12,i
Cc1ccc(-c2c[n+](=O)c3c(n2[O-])CCCC3)cc1,i
Cc1cc(C)c(NS2=NC(C(Cl)(Cl)Cl)=NC(C(Cl)(Cl)Cl)=N2)c(C)c1 (stereo not given),i
O=C(NCN1CCOCC1)c1cnccn1,i
CCOC(=O)N1CCN(C(=O)COC(=O)C2=NNC(=O)CC2)CC1,i
O=S(=O)(Nc1ccc2cn[nH]c2c1)c1ccc2c(c1)CCC2,i
COc1cc(/C=N/N2CCN(C3c4ccccc4-c4ccccc43)CC2)cc(OC)c1OC,i
O=[N+]([O-])c1ccc(N/N=C/c2c(F)c(F)c(F)c(F)c2F)cc1,i
COC(=O)c1c(C)[nH]c(C(=O)C(C)OC(=O)CCC(=O)c2cc(C)sc2C)c1C (stereo not given),i
COc1cc(/C=C2\N=C(c3cc(OC)c(OC)c(OC)c3)OC2=O)ccc1OC(F)F,i
CC1CCCCN1CC(O)COCCC12CC3CC(CC(C3)C1)C2 (stereo not given),i
FC(F)(F)c1cnc(N2CCN(c3ncc(C(F)(F)F)cc3Cl)CC2)c(Cl)c1,i

# Bioassay records deposited in PubChem by School of Medicine, Boston University.
